Screening data as filed in PubChem.
KCNH2 WT inh: blocks the wildtype human KCNH2 potassium channel; U2OS, BacMam KCNH2, thallium flux FluxOr; hits give low values; hit rate 0.37% among 340,000; Q12809; activity change, % at 1.84 µM;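 active = maximum activity change below -70%; inconclusive = maximum activity change between -70% and -50%; inactive = maximum activity change above -50%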; note: % is set by controls: 0 for no effect and ±100 for the full control effect
Target sequence (Q12809 whole entry, looked up): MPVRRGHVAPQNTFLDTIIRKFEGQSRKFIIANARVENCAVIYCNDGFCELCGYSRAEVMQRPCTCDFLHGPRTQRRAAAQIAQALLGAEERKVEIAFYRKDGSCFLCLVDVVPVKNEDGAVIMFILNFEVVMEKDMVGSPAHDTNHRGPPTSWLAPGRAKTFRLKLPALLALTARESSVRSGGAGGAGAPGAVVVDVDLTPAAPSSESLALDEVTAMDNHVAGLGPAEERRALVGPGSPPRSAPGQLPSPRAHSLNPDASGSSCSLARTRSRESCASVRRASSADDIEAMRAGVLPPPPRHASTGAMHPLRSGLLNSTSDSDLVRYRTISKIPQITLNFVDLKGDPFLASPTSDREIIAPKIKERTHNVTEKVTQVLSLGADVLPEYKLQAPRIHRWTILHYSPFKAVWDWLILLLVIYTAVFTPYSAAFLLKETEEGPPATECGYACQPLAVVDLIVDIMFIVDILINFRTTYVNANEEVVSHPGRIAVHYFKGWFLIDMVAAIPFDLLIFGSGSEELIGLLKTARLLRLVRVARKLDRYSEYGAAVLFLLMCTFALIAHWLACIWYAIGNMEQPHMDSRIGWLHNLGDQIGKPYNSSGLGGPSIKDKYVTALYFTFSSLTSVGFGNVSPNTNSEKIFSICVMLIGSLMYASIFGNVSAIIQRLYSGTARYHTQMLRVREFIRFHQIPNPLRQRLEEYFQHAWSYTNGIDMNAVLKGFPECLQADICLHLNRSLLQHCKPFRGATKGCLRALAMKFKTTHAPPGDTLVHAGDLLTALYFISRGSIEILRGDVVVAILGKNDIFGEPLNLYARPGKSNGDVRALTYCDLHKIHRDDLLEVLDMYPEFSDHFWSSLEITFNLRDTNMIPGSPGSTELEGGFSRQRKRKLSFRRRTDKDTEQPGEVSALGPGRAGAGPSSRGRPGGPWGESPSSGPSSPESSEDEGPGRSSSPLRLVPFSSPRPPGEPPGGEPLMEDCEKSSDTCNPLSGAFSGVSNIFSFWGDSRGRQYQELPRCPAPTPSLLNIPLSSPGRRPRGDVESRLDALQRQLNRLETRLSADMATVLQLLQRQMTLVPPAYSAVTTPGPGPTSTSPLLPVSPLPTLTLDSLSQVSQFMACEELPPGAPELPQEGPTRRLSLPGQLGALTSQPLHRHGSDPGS
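U2OS cells were transduced with wild-type KCNH2 virus (2.03 x 10^8 / mL) for 4 h at room temperature, then cultured overnight at 37 C. Thallium flux was read with FluxOr dye. Rate constants were normalized to DMSO controls.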
TSHR antag: antagonists of human thyroid stimulating hormone receptor; TSHR-expressing cells, TSH-stimulated cAMP HTRF, 2 h; hits give low values; AID 504810; P16473; hit rate 0.2% among 330,000; activity change, negative = inhibition, % at 11.5 µM;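 active = activity change below a set negative limit, meaning inhibition stronger than a set level, cut at about -70% in these data; inconclusive = activity change between two set negative limits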; note: % is set by controls: 0 for no effect and ±100 for the full control effect
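Freshly harvested TSHR cells receive pin-tooled compound, then EC80 TSH at 4nM final. After 2 hours at 37 deg C, antibody in lysis buffer and cAMP-d2 are added; 30 minutes at ambient temperature precede the HTRF read.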
Chronic BCR inh: blocks chronic active B-cell receptor signaling. hit rate 0.05% among 340,000. Potency, µM (highest dose often 46.1 µM), inactives show top-dose ratio change, negative = lower green/red ratio, usual class: inhibitors. AID 493014. ABC-DLBCL IkBa-CBG/CBR reporter, luminescence ratio, 4 h; active = well fitted inhibition curve with a large enough effect in the signal ratio, with a control signal flat, not every such curve was filed as active; inconclusive = small, poorly fitted or top-dose-only effect, or effect the other way, or a change in a side signal; the % refers to the signal ratio;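 note: potency is the fitted concentration of half-maximal effect; plate controls were basal doxycycline-induced cells for no effect and cells given 10 µM MG132 for full effect; MG132 reads +100%, hits lower the ratio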
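TMD8 ABC-DLBCL cells carrying doxycycline-inducible green luciferase fused to IkappaBalpha plus unfused red luciferase were exposed to compounds (up to 46 uM) for 4 hrs at 37C. Activity came from the overlap-corrected green/red luminescence ratio.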
Tb PFK block: blocks T. brucei phosphofructokinase. O15648. Potency, µM (top dose mostly 57.5 µM), without a hit: at the top dose activity, negative = inhibition, actives largely listed as inhibitors. hit rate 0.17% among 330,000. AID 485367. T. brucei PFK, ADP-Glo luminescence;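 note: potency is the fitted concentration of half-maximal effect; 0% = uninhibited 1x PFK enzyme wells and -100% = no-enzyme wells; nearly all actives have a fitted effect of over 60% in size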
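Compounds were pin-transferred as a titration series up to 57 uM into substrate buffer (0.5 mM F6P, 0.1 mM ATP, pH 8.0), then 1.25 nM PFK was added and reactions ran 45 min before ADP-Glo detection.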
TCR act: T cell receptor activation; primary human leukocytes, anti-CD3, IL-2 HTRF, 48 h; Potency, µM (titrated, usually from 9.22 µM), inactives show at the highest dose activation of IL-2 secretion, hits mostly activators; 330,000 tested, under 10 active; AID 504894; note: % of control where 0% means no effect
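Primary human leukocytes were stimulated with a-CD3 beads plus compounds for 48 hr without co-stimulation; secreted IL-2 was quantified by HTRF using a-IL-2-K (europium cryptate) and a-IL-2-d2, excited at 320nm with acceptor emission read at 665nm.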
GALK inhibitor: blocks human galactokinase activity; Potency, µM (doses to about 57.5 µM), for inactives: top-dose activity change, negative = inhibition, actives largely listed as inhibitors; Purified GALK, Kinase-Glo residual ATP luminescence; AID 1868; hit rate 0.007% among 270,000; note: potency is the fitted concentration of half-maximal effect; % is set by controls: 0 for no effect and ±100 for the full control effect
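Kinase-Glo Plus luminescence measured ATP left after a 1 h room-temperature reaction. The reaction used 5 nM GALK, 100 uM galactose and 35 uM ATP at pH 8.0 (20 mM HEPES, 5 mM MgCl2, 60 mM NaCl, 1 mM DTT, 0.01% BSA).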
CXXC DNA block: inhibitors of human MLL CXXC domain-DNA interaction | hit rate 0.037% among 290,000 | Potency, µM (highest dose often 115 µM), inactives show at the top dose activity change, negative = inhibition, usual class: inhibitors | MLL-CXXC / FITC-HOXA9 DNA fluorescence polarization | AID 2662 | Q03164; active = well fitted inhibition curve with a large enough effect in the polarisation, with a control signal flat, not every such curve was filed as active; inconclusive = small, poorly fitted or top-dose-only effect, or effect the other way, or a change in a side signal; inactive = no such curve, though single readings can be large or run the other way; the % refers to the polarisation; note: potency is the fitted concentration of half-maximal effect
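Purified MLL-CXXC (added from a 7 uM solution) was preincubated 5 min at ambient with pinned compounds in 50 mM Tris-HCl pH 7.5, 50 mM NaCl, 1 mM DTT, 0.05% BSA. Fluorescein-labeled HOX-A9 DNA (50 nM solution) followed, 30 min, then polarization read.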
A-T KAP1 phos: potential ataxia-telangiectasia treatment; Potency, µM (series often up to 57.5 µM), for the others: at the top dose activation, actives largely listed as activators; […] A-T fibroblasts, KAP-1 phosphorylation AlphaLISA; neocarzinostatin DNA damage 30 min before lysis; hit rate 0.19% among 320,000; note: potency is the fitted concentration of half-maximal effect; % of control where 0% means no effect; nearly all actives have a fitted effect of over 45% in size
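hTERT-immortalized A-T patient fibroblasts ([…]), 500 cells/well in OPTI-MEM, 1% FBS, got compounds for 60 min, then NCS for 30 min at 37C. Lysates were then assayed for phospho-KAP-1 by AlphaLISA (anti-pKAP1 donor, anti-KAP1 acceptor beads), 6 hr at 25C.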
FBPA coupling cs: coupling enzyme interference in Giardia aldolase counter-screen; coupling enzyme system counterscreen, AmpLite Red fluorescence; activity change, negative = inhibition, % at 58.2 µM, hits read low; hit rate 0.67% among 290,000; AID 2472; in the data active = activity change below about -30%; note: % is set by controls: 0 for no effect and ±100 for the full control effect
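First, compound is pin-transferred into glyceraldehyde-3-phosphate coupling-enzyme reagent at 57.5 uM final and held 10 min at RT. Next, substrate, coupling system and AmpLite Red are added. After 20 min RT, fluorescence (525/598 nm) is read.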
Giardia kill: Giardia lamblia killing; Giardia lamblia trophozoite viability; activity change, % at 7.66 µM, hits read low; hit rate 0.15% among 340,000; AID 540267; in the data active = activity change below about -80%; inconclusive = between about -30% and that limit;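 note: parasites exposed to compound for two days anaerobically before the ATP read; % is set by controls: 0 for no effect and ±100 for the full control effect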
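Luminescence from cellular ATP indicates surviving trophozoites (100 cells/well) following 48 hrs anaerobic compound treatment at 37 deg C; signal develops 15-30 min at room temperature.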
Numbers without * were called inactive; ? = inconclusive; · = not tested or not shown; [ ] = another dose, or the depositor's remark. Unless noted, calls come from the whole dose curve; as a rule, active = well fitted curve in the direction sought with a large enough effect; inconclusive = small, poorly fitted or top-dose-only effect, or another doubt; inactive = no such curve, though single readings can be large; an effect the other way counts as inactive or inconclusive.

SMILES | KCNH2 WT inh | TSHR antag | Chronic BCR inh | Tb PFK block | TCR act | GALK inhibitor | CXXC DNA block | A-T KAP1 phos | FBPA coupling cs | Giardia kill
COc1ccccc1NC(=O)Cn1ccn(-c2cccc3ccccc23)c(=O)c1=O | 10 | -12 | ? | 0% | 2% | · | · | 1% | · | -19
COCCCN(Cc1ccco1)C(=O)Cn1ncc2c(=O)oc3ccc(C)cc3c21 | -5 | -9 | -1% | 1% | -4% | 0% | -8% | 0% | 8 | -5
CN1/C(=C\C(=O)COC(=O)c2ccco2)C(C)(C)c2ccccc21 | -10 | -7 | 1% | 2% | 1% | 0% | 20% | 1% | 0 | 17
COc1ccccc1N1CCN(Cc2ccc(-c3ccccc3[N+](=O)[O-])o2)CC1 | 6 | 15 | -7% | 10% | 3% | -3% | 17% | 1% | -11 | -9
N#CCOc1coc(CN2CCN(c3ccccc3)CC2)cc1=O | -6 | 32 | -5% | 1% | 0% | -1% | 4% | 0% | · | -15
CCOc1ccc(C2CC(=O)NC(SCC(=O)OC)=C2C#N)cc1 (stereo not drawn) | 5 | 1 | -3% | 3% | -3% | 2% | 19% | -4% | 1 | 5
COc1cccc2sc3cc(C#CC4(O)CCCCC4)ccc3c(=O)c12 | -3 | -39 | ? | 2% | -2% | · | · | -12% | · | -1
COc1ccc(CCN2CC(C(=O)NCCc3cccnc3)CCC2=O)cc1 (stereo not drawn) | 11 | 20 | -2% | -8% | -1% | 0% | 10% | 4% | · | -3
c1ccc(-n2nnnc2N2CCOCC2)cc1 | 1 | 7 | 3% | 0% | 14% | 4% | 4% | 2% | 4 | 4
COc1cccc(-c2ccc(C#N)c(SCC(=O)NCCc3cccc(Cl)c3)n2)c1 | 1 | -15 | -15% | -4% | · | -3% | 34%[activator] | -1% | 0 | 2
Cc1cccn2c(=O)c(C=O)c(N3CCCCC3)nc12 | 2 | 2 | 5% | 0% | 1% | 5% | 1% | 1% | 6 | 29
COc1ccccc1N1Cc2ccc(OC)c(OC)c2C1=O | -4 | 5 | -5% | 1% | -7% | 1% | 3% | -4% | 3 | -2
O=C(CC1C(=O)NCCN1Cc1ccccc1C(F)(F)F)NC1CCCCC1 (stereo not drawn) | -32 | 7 | 4% | -10% | 0% | 6% | 3% | 3% | 0 | 31[activator]
CCn1c(N)c(C(=O)NCCOC)sc1=S | 5 | 2 | -10% | -2% | -2% | 0% | -6% | 2% | 1 | 11
Cc1ccc(NC(=O)CSc2nc(N)cc(=O)[nH]2)cc1S(=O)(=O)N1CCOCC1 | -12 | 7 | -8% | -1% | 3% | 0% | -14% | -2% | 6 | -10
O=C(O)c1cc(S(=O)(=O)NCCN2CCNC2=O)ccc1O | -6 | 7 | 1% | -27% | 0% | -2% | 8% | -1% | · | -9
CCCCOc1ccc(-c2nnc(-c3ccncc3)o2)cc1 | 1 | -19 | 3% | 1% | · | 1% | -2% | · | 1 | 3
Cc1ccc(C)n1/N=C1/NC(=O)CS1 | 9 | 2 | -1% | 2% | 2% | -1% | 0% | 3% | -6 | 22
CN(Cc1nc(-c2ccncc2)no1)S(=O)(=O)c1ccc(Br)cc1 | 6 | -10 | 6% | -2% | 2% | 0% | -3% | 4% | -1 | -9
Cc1nnsc1NC(=O)OCC(C)(C)C | 2 | 6 | -4% | 6% | 1% | -1% | ? | 5% | 1 | -3
O=C(O)CSc1nnc(-c2ccncc2)n1CCc1ccccc1 | -19 | 4 | 6% | -5% | -3% | 0% | -8% | -6% | 6 | -4
CC(=O)Nc1ccc(CN(C)CC2CCCN(CCc3cccc(C(F)(F)F)c3)C2)cc1 (stereo not drawn) | 31 | 6 | -1% | -3% | · | 6% | -4% | 7% | 0 | 10
Cc1cccc(C)c1NC(=O)c1cnccn1 | 3 | 10 | 4% | -1% | · | 5% | 0% | 7% | 0 | -12
CCCNC(=O)c1cc(S(=O)(=O)N2CCCCC2)c[nH]1 | 0 | -4 | ? | -1% | -2% | · | 4% | -1% | 2 | 1
O=C(NNC(=O)c1ccccc1F)c1ccc(S(=O)(=O)N2CCCCC2)cc1 | -6 | 1 | 0% | 0% | -1%[46.1 µM] | · | · | 22% | · | 3
SMILES | KCNH2 WT inh | TSHR antag | Chronic BCR inh | Tb PFK block | TCR act | GALK inhibitor | CXXC DNA block | A-T KAP1 phos | FBPA coupling cs | Giardia kill
N#Cc1cc([N+](=O)[O-])ccc1N1CCN(c2ccccc2O)CC1 | 0 | -3 | 0% | 1% | 5% | 0% | -15% | 1% | 0 | 1
O=C(Nc1cc(S(=O)(=O)N2CCOCC2)ccc1Cl)c1ccncc1 | -9 | -2 | -8% | 4% | 5% | · | · | ? | · | 3
CCn1c(=O)cc(SCC(=O)NCc2cccnc2)c2ccccc21 | 1 | 7 | ? | 2% | 1% | 0% | 9% | -9% | 5 | -1
CC(=O)c1ccc(S(=O)(=O)N2CCN(C(=O)CSc3ccc(C)c(C)c3)CC2)cc1 | 29 | 9 | 0% | -6% | -5% | 8% | 3% | 10% | -5 | -15
O=C(NCCCN1CCOCC1)c1cc(-c2ccc(Cl)cc2)on1 | -3 | 6 | ? | -5% | -4%[46.1 µM] | 2% | -13% | 4% | 4 | 8
Nc1nc(SCc2nc(-c3ccccc3)no2)[nH]c(=O)c1-c1ccccc1 | -14 | 7 | ? | 0% | 7% | 1% | 9% | · | 5 | 16
CNC(=O)COC(=O)c1cc(-c2ccccc2)nn1-c1ccccc1 | 1 | -14 | -16% | 1% | -8% | 0% | 4% | -3% | -2 | 27
CC(=O)c1c(O)cc(=O)n(-c2ccccc2)c1-c1ccc(C)cc1 | -12 | 6 | -4% | 1% | 0% | -2% | -11% | 2% | 0 | 19
CCc1ccccc1NC(=O)C1COc2ccccc2O1 (stereo not drawn) | -14 | 8 | ? | 1% | 7% | -6% | 4% | -7% | 3 | 11
CCOC(=O)c1cccc(NC(=O)CSc2nnc(C3CCCCC3)n2C)c1 | 8 | -5 | 5% | -5% | -2% | -1% | 1% | 3% | -1 | -4
S=c1nc(Cc2ccccc2)[nH]c2ccccc12 | -17 | 8 | -9% | -4% | 1% | 3% | 2% | 4% | 0 | 9
CC(C)Cn1c(SCC(=O)N2CCCc3ccccc32)nc2ccccc2c1=O | -15 | -9 | 16% | 4% | 1% | -1% | 3% | -3% | 1 | 11
COC(=O)c1cccc(NC(=O)/C=C/c2ccc([N+](=O)[O-])cc2)c1 | -3 | -6 | ? | 3% | 0%[46.1 µM] | -2% | -2% | 1% | 1 | -17
O=C(c1ccccc1)C(Cn1cncn1)C(Sc1ccccc1)c1ccccc1 (stereo not drawn) | 0 | 15 | ? | ? | -1% | 1% | 5% | 3% | 10 | -1
COc1ccc(C(CNC(=O)c2oc3ccc(OC)cc3c2C)N2CCCC2)cc1 (stereo not drawn) | 10 | -3 | -20% | -2% | -2% | · | · | 0% | · | -9
Cc1cc(N(C)C)nc(SC(C)C)n1 | -9 | 2 | 9% | 0% | -3% | 0% | -6% | -2% | 1 | 7
O=C(CSc1nc2sccc2c(=O)[nH]1)N1CCN(c2ccccc2)CC1 | 18 | 0 | 1% | ? | 8% | 5% | 10% | 0% | 2 | 3
CCN(CC)C(=O)CSc1nc2c(sc(=S)n2-c2ccccc2)c(=O)n1-c1ccccc1OC | -1 | 8 | ? | 0% | 11% | 1% | 1% | -9% | 1 | 19
Cc1cc(CN(C)C(=O)C2CCC(=O)N(CCc3cccc(F)c3)C2)on1 (stereo not drawn) | -4 | 17 | 3% | -2% | -1% | -1% | ? | 1% | -2 | -11
CC(c1ccccc1)C1C(C#N)=C(N)OC2=C1C(=O)CC(C)(C)C2 (stereo not drawn) | 1 | -5 | ? | 1% | -6% | 2% | -4% | 4% | 4 | -12
COc1ccc(C(=O)CSc2nc(C)cc(=O)[nH]2)cc1 | -1 | -12 | 3% | -2% | -5% | 2% | 9% | 4% | -1 | 9
COc1ccc(OC)c(CNC(=O)CCNC(=O)Cn2ccc3ccccc3c2=O)c1 | -12 | 10 | 1% | 2% | 5% | · | -3% | -1% | 3 | 1
COC(=O)N(C)c1ccccc1C(=O)N1CCOCC1 | -8 | -2 | 0% | -6% | 7% | 0% | 4% | -3% | 2 | -4
CC(c1nc2ccccc2o1)N1C(=O)c2ccccc2C1=O (stereo not drawn) | 6 | -8 | 0% | 1% | 7%[46.1 µM] | -1% | -1% | -1% | 0 | -2
Cc1cccc(CN2CCN(c3nc4nonc4nc3NC3CC3)CC2)c1 | 8 | 6 | 11% | -2% | -3% | -4% | 2% | -5% | 1 | 12
